Compound activity from PubChem.
aDG glyco act – alpha-DG glycosylation activation; hit rate 0.22% among 360,000; activation, % at 10 µM; Pro5-aDG cells, alpha-DG glycosylation AlphaScreen (IIH6); 0% Pro5, 100% B10-LARGE cell signal;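 active means activation of at least 8% versus controls, or a plate z-score of at least 8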;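 further: Pro5 are CHO cells carrying HIG-tagged alpha-DG that lacks glycosylation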
NR2E3 ag-1 – NR2E3 (human) agonism | Q9Y5X4 | GST-NR2E3/biotin-RetCOR TR-FRET, 1536-well | inhibition of corepressor binding, % at 4.78 µM | hit rate 0.12% among 320,000 | AID 2300;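 active means percent inhibition above the cutoff of mean plus 3 SD of all tested compounds, set per screening campaign, cut at about 20% in these data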;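 further: 0% = DMSO wells and 100% = biotin wells as full block of FRET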
Target sequence (Q9Y5X4 whole entry, looked up): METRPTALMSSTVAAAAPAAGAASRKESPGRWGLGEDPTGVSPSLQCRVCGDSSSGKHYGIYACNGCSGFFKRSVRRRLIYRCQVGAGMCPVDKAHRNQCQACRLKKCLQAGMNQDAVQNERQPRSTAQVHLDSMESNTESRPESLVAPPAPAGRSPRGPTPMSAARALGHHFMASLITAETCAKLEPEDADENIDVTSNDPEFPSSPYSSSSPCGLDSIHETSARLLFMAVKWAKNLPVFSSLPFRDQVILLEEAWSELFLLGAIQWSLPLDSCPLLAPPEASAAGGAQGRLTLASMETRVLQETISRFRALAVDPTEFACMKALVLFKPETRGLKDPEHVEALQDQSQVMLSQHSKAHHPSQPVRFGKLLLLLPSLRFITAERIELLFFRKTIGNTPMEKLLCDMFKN
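System: GST-tagged NR2E3 plus biotinylated RetCOR corepressor; Amount: 1.35 nM GST-tagged NR2E3 final; Dosing: single nominal compound dose of 4.8 µM; Schedule: 5 h incubation at 4 °C; Technique: TR-FRET with europium anti-GST and streptavidin-D2, 340 nm excitation; Controls: biotin wells as high control, 0.6% DMSO wells as low control.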
Shn3 3UTR inh – Schnurri-3 reporter inhibition in Clone20 osteoblasts. AID 588674. inhibition, % at 12.5 µM. hit rate 0.52% among 360,000. Clone20 osteoblast Shn3 3'UTR firefly luciferase, 24 h;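 active means mean inhibition of at least 75% with every replicate also reaching 75%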;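 further: 0% = median of neutral control wells and 100% = pilot-screen positive control compound; some compounds past the cut are filed as inactive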
Peg3 prom inh – inhibitors of Peg3 promoter; HeLa PEG-Prom luciferase reporter, luminescence, overnight; inhibition, % at 20 µM; hit rate 1.7% among 360,000; AID 588405;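 active means inhibition of at least 50% at 20 µM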
hiPSC survival – enhancers of human iPSC single-cell survival; hiPSC single-cell survival, ATPlite luminescence; 100% = ROCK inhibitor wells, 0% = DMSO; survival enhancement, % at 20 µM; hit rate 0.044% among 360,000; in the data active means survival enhancement above about 18%;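 further: cells exposed to compounds for 16 hours before the ATP read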
KKLEB tox – reduces viability of KKLEB cystic fibrosis airway cells; KKLEB CF airway cells viability, ATPlite luminescence, overnight; active compounds read low; cells stimulated with P. aeruginosa culture filtrate; activity change (cytotoxicity), % at 5 µM; hit rate 0.36% among 360,000;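 active means corrected activity change at or below -50% at 5 µM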
MITF TRPM1 inh – inhibitors of MITF-driven TRPM1 promoter in melanoma cells. SK-MEL-5 TRPM1 promoter luciferase, 24 h. AID 488899. hit rate 0.83% among 330,000. inhibition, % at 12.5 µM;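 active means mean inhibition across replicates of 60% or more, whatever share of single replicates reaches that level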; further: values of inactives mirror those of a sister screen read the other way
CF NFkB block – cystic fibrosis NF-kB activation inhibition; KKLEB NF-kB-GFP reporter, PAF-induced, GFP fluorescence overnight; inhibition, % at 5 µM; hit rate 0.86% among 360,000;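 active means at least 50% inhibition at 5 µM, scaled per plate between neutral and stimulator controls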;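 further: PAF is a Pseudomonas aeruginosa culture filtrate used as stimulus; plate controls were PAF-stimulated DMSO wells for no effect and unstimulated DMSO wells for full effect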
HIF-2a inh – inhibitors of HIF-2a; 786-0 RCC cells HIF-2a reporter, luciferase luminescence, overnight; inhibition, % at 18.8 µM; hit rate 0.72% among 360,000;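 active means inhibition of the luminescence signal of 40% or more relative to plate controls, in a single-dose primary screen at 18.75 µM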
NR2E3 ag-2 – activates human NR2E3 receptor | Q9Y5X4 | inhibition of corepressor binding, % at 3.98 µM | hit rate 0.35% among 360,000 | AID 602229 | CHO-S Gal4-NCOR/VP16-NR2E3 two-hybrid, luciferase;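 active means inhibition above the mean of all tested compounds plus 3 SD, cut at about 70% in these data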;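 further: 0% = DMSO with NR2E3 transfected cells and 100% = cells lacking NR2E3 construct; higher means lower luciferase signal from less NR2E3 corepressor binding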
TWEAK Fn14 block – blocks TWEAK-Fn14 interaction in a reporter cell assay; TWEAK-stimulated Fn14 reporter cells, luciferase luminescence, 8 h; inhibition, % at 10 µM; hit rate 2% among 360,000; AID 1159606; in the data active means inhibition above about 50%
An asterisk follows results filed as active; . = no result given. Rows are unselected (roughly 4.4% active in at least one column).

SMILES | CF NFkB block | NR2E3 ag-1 | HIF-2a inh | MITF TRPM1 inh | aDG glyco act | Shn3 3UTR inh | TWEAK Fn14 block | Peg3 prom inh | hiPSC survival | NR2E3 ag-2 | KKLEB tox
Cc1ccc(-n2ncc3c(=O)n(CC#N)cnc32)cc1C | 7 | 0 | -66 | -6 | 0.2 | -14 | 27 | -36 | -0.5 | -24 | 12
COC(=O)c1ccccc1NC(=O)Cn1c(=O)oc2ccc(Cl)cc21 | -2 | 4 | -8 | 2 | 0.1 | 13 | 0 | 7 | -1.1 | -19 | 1
CCOC(=O)c1c(-n2cccc2)sc2c1CCCC2=O | 0 | 13 | 23 | -3 | 0.2 | -25 | 0 | 51* | 1.8 | -23 | 5
O=C(Nc1ccc(O)c(C(=O)O)c1)c1ccc2c(c1)C(=O)N(CC1CCCO1)C2=O (stereo not drawn) | 17 | -2 | 9 | 9 | 0.1 | 11 | 7 | -13 | -0.7 | -8 | -10
Cn1cnnc1SCC(=O)NNC(=O)COc1ccc(Cl)cc1 | -2 | -1 | 11 | 5 | -0.2 | 2 | -11 | 3 | -1.0 | -4 | -4
Cc1sc(NC(=O)CSc2nnc(COc3ccc(Cl)cc3)n2C)c(C#N)c1C | 15 | 4 | 17 | 8 | -0.1 | 15 | -34 | 24 | 0.0 | 5 | -30
Cc1ccc(CNC(=O)Cn2nnc(C(=O)Nc3cc(C)ccc3C)c2N)cc1 | 14 | 0 | 9 | -13 | 0.5 | -7 | -25 | 7 | -0.4 | -14 | -10
CCC/C(=C1/c2ccccc2C(=O)N1c1ccccc1)c1cnc(OC)nc1 | 25 | . | 10 | 5 | 0.3 | 24 | -3 | 22 | -0.2 | -20 | 6
Cc1cccc(NC(=O)c2cccc(C(=O)Nc3cccc(C)c3C)n2)c1C | 33 | 4 | 9 | 2 | 0.0 | -1 | -5 | 8 | -0.4 | -3 | -6
CCOC(=O)c1nnn(-c2nonc2N)c1CN1CCCCCC1 | 10 | -3 | 13 | 8 | 0.1 | -23 | -7 | 4 | 3.3 | 0 | 5
Cc1cc(C)nc(Nc2nc(C)c3cc4c(cc3n2)OCO4)n1 | 4 | -3 | 1 | 5 | 0.0 | 12 | -20 | 5 | 3.0 | 7 | -17
c1ccc(-n2nc3c(ccc4cnnc43)[nH]2)cc1 | -51 | 3 | -224 | -20 | 0.0 | -47 | -4 | -259 | -0.9 | -84 | 18
CCN(CCCNC(=O)Cn1cc2c(n1)CCCC2)c1cccc(C)c1 | 17 | 0 | 3 | 9 | 0.1 | 8 | -12 | -3 | 2.0 | 29 | -6
CS(=O)(=O)N1CCC(C(=O)Nc2ccc(F)cc2)CC1 | -16 | 2 | 6 | 1 | 0.0 | 0 | 8 | -2 | 0.0 | -29 | -6
COc1ccccc1-c1oc2ccccc2c1C#CC1(N)CCCCC1 | 8 | 8 | 9 | 25 | 2.1 | -41 | -1 | 72* | -0.9 | -5 | -18
O=C(O)C1=C(C(=O)N2CCN(C(=O)c3ccco3)CC2)CCCC1 | -5 | 4 | -4 | 6 | 0.1 | -13 | 3 | 0 | 2.1 | -4 | -3
Cc1cc(OCCOCCN(C)CCO)cc(C)c1Cl | -7 | -1 | 7 | 9 | 0.0 | -13 | -9 | 17 | -0.7 | -16 | -7
O=c1[nH]c(C2CCN(S(=O)(=O)c3cccc(Cl)c3)CC2)nc2c1nnn2Cc1ccccc1 | 18 | . | 17 | -17 | 0.0 | 13 | 31 | 43 | -0.3 | -5 | -12
COc1ccc(NS(=O)(=O)c2cn(C)cn2)c(OC)c1 | 20 | 2 | 12 | -12 | 0.3 | -10 | 1 | 12 | -0.4 | 19 | -10
COc1ccccc1NC(=O)Oc1ccc(NC(=O)c2ccco2)cc1 | -6 | 0 | -15 | -1 | -0.1 | -39 | -9 | -13 | 2.9 | -31 | -3
CCC(C)[C@H](NS(=O)(=O)c1ccc(C)cc1)C(=O)N1CCC(C(=O)N[C@@H](Cc2ccccc2)C(=O)O)CC1 (stereo partly drawn) | 4 | 1 | 17 | -1 | 0.0 | 2 | 5 | -4 | -0.4 | 1 | -17
CCOC(=O)[C@@H]1[C@H]2COc3ccc(Br)cc3[C@H]2N2C(=O)N(c3ccc(Cl)cc3)C(=O)[C@]12C | 15 | . | 13 | 4 | 0.2 | -9 | 4 | 4 | -0.1 | -36 | 12
O=c1c2ccccc2n2c(-c3cccc(F)c3)nnc2n1Cc1ccccc1 | 20 | -1 | 16 | -4 | 0.6 | 2 | 14 | 39 | -1.1 | -3 | -5
COc1ccc(NC(=O)c2ccco2)cc1NC(=O)c1cc2ccccc2o1 | -30 | -3 | -12 | 4 | 0.1 | 4 | 7 | -2 | 4.3 | -18 | -3
CCOc1ccccc1C1NC(=O)NC(C)=C1C(=O)OC1CCCC1C (stereo not drawn) | 2 | -3 | 8 | 14 | 0.0 | 13 | -25 | 24 | -3.7 | -11 | -11
CC(=O)c1ccc(OCc2cc(C(=O)NC(C)CCn3cccn3)no2)cc1 (stereo not drawn) | 8 | -2 | -224 | -72 | 0.4 | -68 | -17 | -250 | -0.2 | -104 | -12
CCn1c(SCc2ccccc2)nnc1C1CCN(S(=O)(=O)c2ccc(OC)cc2)CC1 | 6 | 1 | 16 | 10 | 1.0 | 41 | 6 | 12 | -0.4 | 14 | -10
COc1ccc(N(CC(=O)N2CCN(Cc3ccc4c(c3)OCO4)CC2)S(C)(=O)=O)cc1OC | -2 | -1 | 9 | 0 | -0.1 | 8 | 3 | 8 | 11 | -17 | -2
CC(C)Oc1ccc(C(CC(=O)N(C)CCC#N)c2ccc(F)cc2)cc1 (stereo not drawn) | -16 | 1 | 12 | 9 | -0.2 | -4 | -11 | 3 | -2.6 | -6 | 13
O=C(NCCCNC(=O)c1ccccn1)c1cccc(F)c1 | 7 | 1 | 6 | 4 | 0.0 | 10 | 8 | 1 | -0.7 | -23 | -2
COc1ccccc1-c1cc2nc(-c3ccccc3)cc(N3CCN(C(=O)c4ccco4)CC3)n2n1 | 34 | . | -23 | . | 0.8 | 69 | 98* | 73* | -0.8 | -6 | -16
CCn1nnnc1SCC(=O)NCc1cccs1 | -18 | 0 | -1 | -2 | -0.3 | 1 | 7 | -8 | -0.7 | 5 | 8
CCS(=O)(=O)c1ncc(Cl)c(C(=O)Nc2ccc(S(=O)(=O)N3CCC(C)CC3)cc2)n1 | 98* | -1 | 86* | 97* | -0.5 | 99* | 95* | 105* | 5.3 | 14 | -105*
CCOC(=O)c1ccc(NC(=O)N2CCc3ccccc32)cc1 | -20 | 1 | -357 | -73 | 1.3 | 2 | -25 | -336 | -1.1 | -144 | 17
CCCn1c(N)c(N(CCOC)C(=O)CSCC(=O)Nc2ccc(OC)cc2)c(=O)[nH]c1=O | -17 | -3 | 2 | -11 | 0.0 | -12 | -1 | -6 | -0.5 | -6 | 8
CCCn1c(N)c(C(=O)CSc2ncnc3sccc23)c(=O)n(C)c1=O | -5 | . | -4 | 4 | 2.3 | 18 | 7 | 27 | -0.4 | -2 | 2
O=C(Nc1ccc(C(=O)O)cc1)/C(=C\c1ccc([N+](=O)[O-])cc1)NC(=O)c1ccc(Br)cc1 | 0 | 1 | 13 | 9 | 0.3 | 20 | -15 | 8 | 0.1 | -19 | 4
N#CC12C(=O)NC(=O)C1(C#N)C21CCCC1 (stereo not drawn) | 4 | . | 6 | 1 | 0.0 | -9 | -11 | 2 | 1.3 | -8 | -20
CCOC(=O)c1cnc2nc(C)[nH]n2c1=O | 9 | -2 | 22 | 13 | -0.1 | 7 | -5 | 11 | -4.9 | -7 | -4
O=C(CC1(O)C(=O)Nc2ccc(Br)cc21)c1ccccc1 (stereo not drawn) | 2 | . | 10 | . | 1.2 | -11 | 8 | -6 | 0.0 | -13 | 1
O=C1C(=Cc2ccco2)C(=O)c2ccccc21 | 0 | -1 | -8 | -5 | 0.0 | -15 | 35 | 7 | 0.9 | -117 | -5
O=C(NN1C(=O)C2C3C=CC(C4CC34)C2C1=O)c1cccc(Cl)c1 (stereo not drawn) | 21 | 5 | 1 | -2 | 0.0 | 6 | -1 | -2 | -1.2 | -44 | -7
CC(C)CCNc1nc(N)c([N+](=O)[O-])c(NCCO)n1 | 0 | -1 | -2 | -13 | 0.1 | -1 | 1 | 39 | 1.0 | 15 | -10
O=C(Nn1c(C2CCCCC2)nc2ccccc2c1=O)c1ccc([N+](=O)[O-])cc1Cl | 13 | 7 | 8 | -4 | -0.2 | -13 | -27 | 7 | 1.3 | 14 | 2
COc1cc(/C=N/NC(=O)Cc2csc(N3CCOCC3)n2)cc(OC)c1O | -14 | 2 | -9 | -5 | -0.2 | -5 | 3 | -1 | -0.8 | -19 | -18
O=C(CCOc1ccccc1)Nc1ccc([N+](=O)[O-])cc1 | -2 | 4 | -66 | -15 | 0.9 | -8 | -40 | -50 | -1.1 | 1 | -8
CCNc1nc(NC(C)C)nc(SCCOC(=O)c2ccccc2)n1 | 4 | -3 | 8 | -2 | 0.2 | -16 | -14 | 1 | -1.2 | 13 | -4
Cc1cc(C)c2c(N)c(C(=O)NC3CCCC3)sc2n1 | 2 | -2 | -151 | -28 | -0.3 | -20 | -21 | -93 | -1.7 | -86 | -3
Cn1c(=O)n(C)c2cc(CNC(=O)[C@H]3O[C@@H](n4ccc(=O)[nH]c4=O)[C@H](O)[C@@H]3O)ccc21 | 4 | . | 8 | . | -0.1 | 0 | -1 | 11 | -2.0 | -3 | -6
Cc1ccc(S(=O)(=O)Nc2c(C)nn(C)c2C)c(C)c1 | -9 | -1 | 15 | 2 | 0.3 | 15 | 0 | 8 | 0.5 | 32 | 14

New compounds follow
SMILES | CF NFkB block | NR2E3 ag-1 | HIF-2a inh | MITF TRPM1 inh | aDG glyco act | Shn3 3UTR inh | TWEAK Fn14 block | Peg3 prom inh | hiPSC survival | NR2E3 ag-2 | KKLEB tox
CN(CC(=O)NCCc1ccccn1)S(=O)(=O)c1ccc(Cl)cc1 | -8 | 3 | 12 | -1 | 0.1 | -4 | 17 | 10 | -0.7 | 4 | 11
O=C1NCC2=C1C(c1ccccc1)Nc1ccccc1N2 (stereo not drawn) | -1 | 5 | -170 | -10 | -0.2 | -31 | 5 | -52 | -0.9 | -45 | -3
O=C(Nc1ncc(Cc2ccccc2Cl)s1)c1ccc([N+](=O)[O-])cc1 | 39 | 2 | -6 | 6 | 0.7 | 29 | 10 | 7 | 0.9 | -18 | -22
COCCn1nnnc1C(c1ccc(OC)cc1)N1CCC(C)CC1 (stereo not drawn) | 2 | 2 | 7 | 13 | -0.1 | 0 | -6 | 6 | 2.2 | 12 | 12
Cc1csc(SCC(=O)NCCc2ccc(Cl)cc2)n1 | -7 | 1 | 6 | -8 | -0.1 | 0 | 2 | 13 | 7.6 | -4 | 10
